Compound activity: PubChem BioAssay, several laboratories
b-catenin transl – alters nuclear translocation of beta-catenin in HeLa cells; nuclear translocation activity, % at 5 µM; immunofluorescence imaging; 0.3% of 190,000 active; AID 1665;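 active = nuclear translocation activity above 50% at 5 µM, with a well cell count of 50 or more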;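 also: per-cell ratio of nuclear to cytoplasmic median beta-catenin stain intensity; plate controls were DMSO negative control for no effect and GSK-3 inhibitor IX positive control for full effect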
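Technique: fluorescence imaging of beta-catenin antibody stain plus DAPI / Material: human HeLa cell line / Incubation: compound treatment 24 h, 37°C, 5% CO2 / Read-out basis: % activation of per-cell nuclear versus cytoplasmic median beta-catenin signal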
Insulin prom up – MIN6 insulin promoter up-regulation; MIN6 insulin promoter-GFP reporter, high-content imaging; stronger effect = higher value; z-score at 5 µM; 0.3% of 190,000 active; AID 1625;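 active = z-score above 3 at 5 µM with at least 500 cells counted in the well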
Dynein cargo inh – blocks dynein driven cargo transport along microtubules | 3617.4 mouse cells, GR-EGFP nuclear translocation imaging; test concentration mostly 20 µM; stimulated with dexamethasone, 1 µM; stronger effect = lower value | z-score, hits read low | 0.47% of 220,000 active | AID 1381;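 active = plate z-score of nuclear minus cytoplasmic receptor signal below a set negative limit, without overly bright fluorescence or cell loss, cut at about -3.5 in these data, passing the limit was not always enough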;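 also: z-score of nuclear minus cytoplasmic ring GR-EGFP intensity difference per well; some compounds called inactive have numbers as strong as hits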
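medium = tetracycline-free induction medium containing charcoal-stripped FBS | probe or stimulus = dexamethasone, 1.0 µM final | timing = 48 h induction, then 1 h compound, then 30 min agonist, 37 °C | detection = automated 10x imaging of fixed Hoechst-stained cells | read-out basis = nuclear versus cytoplasmic GR-EGFP signal, averaged per well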
Autophagy HCS – autophagy modulation, high-content screen. AID 463193. calls only at 10 µM (by protocol). 0.98% of 190,000 active. MEF GFP-LC3 puncta imaging; test concentration mostly 10 µM;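 active = percentage of spot-positive cells more than 3 SD above its plate mean, without a fluorescence outlier flag or 80% toxicity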;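 also: spot-positive cell cutoff set from DMSO-treated cells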
NOD2 inhibition – inhibition of NOD2-driven NF-kB reporter – cell-based, luminescence, uHTS, HEK293 (AID 1566) | HEK293 NOD2/NF-kB luciferase reporter, luminescence; higher % means a stronger effect | one-dose inhibition, % at 4 µM; EC50 in µM for titrated hits | 0.63% of 290,000 active; in the data active = inhibition above about 50%; also: many of its hits are not listed in these tables
NOD1 NF-kB reporter – inhibition of NOD1-driven NF-kB reporter – cell-based, luminescence, uHTS, primary screen (AID 1578); NOD1-driven NF-kB luciferase reporter cells, luminescence; higher % means a stronger effect; inhibition, % at 4 µM; hits with a dose series show EC50 in µM; 1% of 290,000 active; in the data active = inhibition mostly above about 36%, no sharp cut-off; inactive = mostly below about 34%;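 also: HEK-293T reporter cells stimulated with the NOD1 agonist gamma-tri-DAP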
M17LAP inhibition – P. falciparum M17LAP inhibitors, primary screen, biochemical, fluorogenic H-Leu-NHMec substrate, 1536-well (AID 1619) | inhibition, % at 30 µM, or IC50 in µM where a hit was titrated | 0.38% of 220,000 active | recombinant M17LAP, H-Leu-NHMec fluorogenic kinetic assay; higher % means a stronger effect;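 active = compound inhibiting the enzyme by more than half at any dose during confirmatory dose-response retesting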;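 also: plate controls were full reaction with DMSO carrier for no effect and no enzyme background for full effect; strong numbers were not always called active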
Yfh1-off respiration – enhancers of respiration in Yfh1-depleted yeast, dose response, Friedreich's ataxia, plus single-dose screen (AID 1465). 0.074% of 220,000 active. S. cerevisiae Yfh1-off respiration, WST-1 reduction, 72 h; higher fold induction means a stronger effect. fold induction at 50 µM; hits with a dose series show EC50 in µM;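 active = fold induction of absorbance versus untreated yeast above a set limit, then at least 30% activation at any dose in follow-up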;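 also: activators that raise dye reduction in frataxin-depleted yeast; strong numbers were not always called active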
MT stabilize HCS – stabilizes microtubules in HeLa cells; HeLa tubulin immunostaining HCS, 24 h; share of cells brighter than vehicle mean+2SD; % tubulin-high responders, % at 10 µM; 0.83% of 200,000 active;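 active = plate Z-score above 3 for both tubulin-high and condensed-nucleus cell shares, with cell loss under 80%, at 10 µM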;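 also: anti alpha tubulin signal scored within the nucleus-defined area of each cell; some results filed as inactive read as strong as hits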
Dynein cargo inh cytoplasmic EGFP – second read-out of Dynein cargo inh, no call of its own (marks repeat the call); z-score; measured here: cytoplasmic GR-EGFP intensity; stronger effect = higher value
Dynein cargo inh nuclear GR-EGFP – further read-out of Dynein cargo inh, marked with its call; z-score; measured here: nuclear GR-EGFP intensity;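 lower value marks the stronger effect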
Dynein cargo inh cell count – also measured in Dynein cargo inh; calls as there; z-score; measured here: cell count per field
Insulin prom up cell count – second read-out of Insulin prom up, no call of its own (marks repeat the call); cell count; measured here: cytotoxicity, nuclei count;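 total cells summed across four imaged fields per well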
b-catenin transl cell count 5 µM – recorded beside b-catenin transl, whose call it bears; cell count; measured here: cell count, cytotoxicity flag
MT stabilize HCS Hoechst-high % – further read-out of MT stabilize HCS, marked with its call; % Hoechst-high responders; measured here: nuclear condensation Hoechst responders;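 share of cells brighter than vehicle mean plus two SD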
MT stabilize HCS cytotoxicity % – second read-out of MT stabilize HCS, no call of its own (marks repeat the call); toxicity, %; measured here: cytotoxicity by cell density;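 0% = mean cell density of plate MIN control wells and 100% = no cells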
Autophagy HCS cell loss 18 h – second read-out of Autophagy HCS, no call of its own (marks repeat the call); toxicity, %; measured here: cell loss, nuclei count;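 cell loss after 18 h compound exposure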
An asterisk follows results filed as active; i = inactive; nt = no result given; + = active, no number.

canonical_smiles	b-catenin transl	b-catenin transl cell count 5 µM	Insulin prom up	Insulin prom up cell count	Dynein cargo inh	Dynein cargo inh cytoplasmic EGFP	Dynein cargo inh nuclear GR-EGFP	Dynein cargo inh cell count	Autophagy HCS	Autophagy HCS cell loss 18 h	NOD2 inhibition	NOD1 NF-kB reporter	M17LAP inhibition	Yfh1-off respiration	MT stabilize HCS	MT stabilize HCS Hoechst-high %	MT stabilize HCS cytotoxicity %
CC(C)c1ccc(OCc2ccc(C(=O)NN3CCN(C)CC3)o2)cc1	-3.1	1022	0.82	1531	-0.046	-0.23	0.12	-0.13	i	17	-44%	-17%	-8%	i	2.3	1.3	6.2
O=C(CSc1ncn(-c2ccccc2)n1)c1cccs1	-5.9	1216	1.6	1214	-0.22	-0.16	0.05	-0.65	i	4	-65%	-33%	25%	i	2.5	1.5	4.8
CNc1ccccc1-c1nc2ccccc2n(C)c1=O	-3.8	1089	nt	nt	0.064	-0.23	-0.38	1	i	17	-8%	-21%	3%	i	4.3	1.8	0.5
C=CCSc1nnc(-c2nnc(SCC=C)n2-c2ccccc2)n1-c1ccccc1	0.5	1297	0.75	1444	-0.44	-0.092	0.068	1.5	i	-6	14%	18%	3%	i	3.1	2.3	1.5
CN(C)CCCn1c(NC(=O)C2CCCCC2)nc2ccccc21	0.4	1098	-0.17	1207	-1.2	-0.2	-0.52	-0.066	i	6	12%	nt	-7%	i	2.8	1.0	7.2
Cc1cccc2nc(CSc3nnc(N)s3)cn12	-0.2	1150	-0.18	1293	-0.43	-0.27	-0.072	-0.12	i	19	-11%	-25%	-2%	i	0.8	0.8	5.0
CCOC(=O)C1=C(C)Nc2sc(C(=O)c3ccc(C)cc3)c(N)c2C1c1ccc(C(=O)OC)cc1 (stereo not given)	-2.0	483	-0.42	1077	-0.059	-0.12	0.0072	0.76	i	3	11%	-3%	4%	i	2.8	2.2	5.5
Cc1cccc(C(=O)Nc2ccc(C)c(OC(=O)c3cccc(C)c3)c2)c1	1.0	785	0.51	1422	-0.15	-0.23	-0.25	0.26	i	11	-47%	-20%	-5%	i	2.8	2.1	7.4
O=C(Nc1ccc(O)cc1C(=O)O)c1cccs1	-0.7	1474	0.92	1480	2.3	0.19	2.1	-2.9	i	-13	-3%	-12%	15%	i	2.1	1.1	8.7
CCOc1ccc(Cn2c3ccc(OC)cc3c3nc4ccccc4nc32)cc1	-4.7	562	0	1424	-0.84	0.061	-0.81	0.66	+	-0.5*	-6%	-32%	1%	i	2.7	10	0.5
c1ccc2cc(OCCN3CCCC3)ccc2c1	-0.5	1261	-0.05	1433	-0.11	-0.21	-0.017	0.04	i	10	18%	-23%	3%	i	6.4	3.7	1.5
COc1ccc(NC(=O)CSc2nc(N)c3cc4c(nc3n2)CC(C)(C)OC4)cc1	-0.6	1304	0.53	958	-0.11	-0.076	0.39	0.23	nt	nt	0%	0%	13%	i	nt	nt	nt
CCCOc1ccc(-c2nc(OCC)c3ccccc3n2)cc1	-3.1	1233	nt	nt	1.8	0.057	1.4	-1.6	i	-12	4%	-19%	1%	i	2.3	2.0	6.7
Cc1ccccc1OCC(=O)N1N=C(C(F)(F)F)CC1(O)C(C)(C)C (stereo not given)	5.1	383	nt	nt	-1.4	6.1	0.6	-4.9	i	-13	24%	16%	-3%	i	3.0	2.3	3.1
CC(C)(CN1CCC(Cc2ccccc2)CC1)NS(=O)(=O)c1ccccc1	0.0	1362	nt	nt	0.01	-0.24	0.014	1.1	nt	nt	8%	2%	1%	i	nt	nt	nt
CCOC(=O)c1ccc(NC(=O)Nc2ccc(S(N)(=O)=O)cc2)cc1	nt	nt	nt	nt	-0.37	-0.3	-0.27	-0.21	i	0	-14%	-18%	8%	i	1.5	0.3	33
Cc1ccccc1-n1c(-c2ccc(=O)[nH]n2)n[nH]c1=S	2.6	932	0.48	1476	0.11	-0.21	0.57	0.038	i	3	6%	-10%	nt	i	1.5	0.9	2.6
CCOc1ccc(C2=Nc3ccccc3C(c3ccc(N4CCOCC4)cc3)=NN2)cc1	nt	nt	nt	nt	-0.27	0.19	0.3	0.11	i	8	-152%	-32%	3%	nt	35*	28*	35*
Cc1ccc(OCCNC(=O)c2cccc(Oc3ccc(C(F)(F)F)cc3[N+](=O)[O-])c2)cc1	1.3	744	-0.51	1161	0.41	-0.24	0.29	0.71	i	-2	8%	40%	-7%	i	2.4	2.1	14
COc1ccc(CN2CCC(c3nc4ccc(Cl)cc4[nH]3)CC2)cc1	-0.7	968	nt	nt	0.41	-0.2	0.45	0.33	i	26	5%	-11%	-3%	i	1.7	1.9	14
Cc1cc(C)n(-c2nc3c(c(=O)[nH]c(=O)n3C)n2Cc2ccccc2)n1	-5.8	931	-0.56	1319	0.15	-0.22	-0.083	0.2	i	26	1%	-19%	0%	i	1.3	1.4	9.1
Cc1ccc(C)c(NS(=O)(=O)c2cc(C(=O)Nc3ccccc3-c3ccccc3)ccc2Cl)c1	0.0	1340	1.5	1373	1.1	0.11	0.088	-0.72	i	-15	-28%	17%	-10%	i	2.5	1.7	8.9
CCC(C)NC(=O)/C=C1\Sc2ccccc2NC1=O (stereo not given)	-0.5	1113	-0.24	1449	0.7	-0.2	0.98	-0.9	i	4	13%	-17%	12%	i	4.8	1.4	8.6
CCn1c(=O)cc(OCC(=O)N2CCCCCC2)c2ccccc21	-1.2	1135	-0.14	1311	-0.82	0.44	-0.37	0.18	i	0	-8%	-30%	52%	i	1.9	1.2	5.8
CCc1c(C)sc(NC(=O)Cn2nc(C)c([N+](=O)[O-])c2C)c1C(N)=O	0.4	1542	-0.23	1375	0.48	-0.2	0.57	-0.98	i	24	8%	-22%	-2%	i	3.0	2.2	11
CC(C)CNc1nc(S(=O)(=O)c2ccccc2)c(Cl)s1	-4.5	1121	0.1	1286	1.1	-0.052	0.86	-1.8	i	19	9%	20%	-8%	i	1.3	1.1	9.8
CCc1nc(NCCCn2ccnc2)c2oc3ccccc3c2n1	-1.5	1136	-1.7	1038	-0.14	-0.22	-0.048	0.53	i	4	5%	-4%	6%	i	1.2	2.7	11
Cc1ccc(C(=O)NCC(C)(C)O)cc1	-1.9	1139	0.05	1133	-0.49	-0.23	-0.051	-0.17	i	8	20%	-21%	3%	i	2.1	3.4	0.0
CCn1c(SCC(=O)Nc2nnc(C)s2)nnc1-c1ccncc1	-0.8	1038	0.2	1878	0.047	-0.27	0.36	-0.054	i	-1	7%	-6%	1%	i	2.1	2.4	10.0
O=C(COc1cc(=O)n2c(n1)SCCC2)c1ccccc1	1.9	787	0.47	1171	-0.37	-0.22	-0.12	-0.16	i	4	-3%	-7%	6%	i	6.1	3.6	9.5
COc1ccc(NC(=O)Cn2nnc(C(=O)NCCc3ccc(OC)c(OC)c3)c2N)c(OC)c1	-2.8	1072	-0.78	1276	0.58	-0.21	0.48	-0.5	i	18	9%	-35%	-2%	i	4.6	1.6	4.2
O=C1OCc2cccc([N+](=O)[O-])c21	nt	nt	0.49	1230	-0.61	0.14	-0.64	1	i	-8	10%	39%	12%	i	4.8	2.4	5.3
CN(C)S(=O)(=O)c1cccc(C(=O)N2CCc3ccccc32)c1	nt	nt	0.36	1236	-0.44	-0.29	0.082	-0.21	i	-1	1%	-30%	14%	i	4.1	2.2	3.8
O=C(Nc1nnc(C2CC2)s1)c1cc(S(=O)(=O)N2CCN(c3ccccc3)CC2)ccc1Cl	-1.5	1472	-0.93	1593	-0.59	-0.15	-1	-0.17	i	1	17%	9%	0%	i	1.8	1.6	2.0
COC(=O)[C@@H](N)Cc1ccc(O)cc1	-4.5	576	nt	nt	-0.24	-0.28	0.06	0.87	i	8	19%	-18%	-6%	nt	2.7	1.5	5.4
O=C1/C(=C/c2ccccc2)Oc2cc(OC(=O)N3CCOCC3)ccc21	-1.0	949	0.07	1273	0.15	-0.23	0.15	-0.15	i	-3	-34%	-36%	1%	i	1.8	3.3	11
Cc1[nH]c2ccc3ncccc3c2c1C	1.7	745	0.46	1306	1.1	-0.18	1.2	-1.6	i	-1	9%	12%	-20%	i	3.8	3.2	1.1
CCOC(=O)C(C(=O)OCC)C1CS(=O)(=O)CC1C(C(=O)OCC)C(=O)OCC (stereo not given)	-0.4	535	nt	nt	-0.61	-0.25	0.012	-0.39	i	29	16%	-36%	17%	nt	4.2	1.3	2.6
Cn1c(-[n+]2c(-c3ccccc3)cc(-c3ccccc3)cc2-c2ccccc2)nc2cc([N+](=O)[O-])ccc21	-0.1	1070	-0.85	1236	-0.98	-0.17	-0.71	-0.051	i	25	-1%	21%	13%	i	7.5	1.6	6.4
COCc1cc(/C=N\NC(=O)Cc2ccc(OC)cc2)ccc1OC	-2.8	609	0.39	1206	-0.6	-0.28	-0.67	0.88	i	1	3%	-27%	16%	i	1.7	3.7	2.8

Only part of the results is shown; rates above refer to the full screens.
